Compound activity from PubChem BioAssay.
HDAC3 inh – inhibitors of human histone deacetylase 3; O15379; recombinant HDAC3, fluorogenic peptide/trypsin coupled, fluorescence; inhibition, % at 8.3 µM; 0.15% of 320,000 active; in the data active = inhibition above about 26%, passing the limit was not always enough
Target sequence (O15379 whole entry, looked up): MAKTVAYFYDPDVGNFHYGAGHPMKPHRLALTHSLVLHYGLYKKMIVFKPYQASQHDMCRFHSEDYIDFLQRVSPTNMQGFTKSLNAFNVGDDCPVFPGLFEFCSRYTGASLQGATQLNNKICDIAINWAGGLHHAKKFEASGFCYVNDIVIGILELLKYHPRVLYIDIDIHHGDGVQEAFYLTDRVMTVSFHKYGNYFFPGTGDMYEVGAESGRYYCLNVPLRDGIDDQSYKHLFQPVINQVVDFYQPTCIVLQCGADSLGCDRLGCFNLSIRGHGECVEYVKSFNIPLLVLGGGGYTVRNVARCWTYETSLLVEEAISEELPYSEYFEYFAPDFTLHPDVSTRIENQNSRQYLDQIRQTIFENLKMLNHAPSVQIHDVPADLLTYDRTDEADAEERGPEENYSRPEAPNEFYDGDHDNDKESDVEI
HSF-1 act – increases HSF-1 driven luciferase reporter signal; NIH3T3-HGL HSF-1 luciferase reporter, MG132, 8 h; 100% = twice DMSO control signal; activation, % at 9 µM; 1.7% of 300,000 active;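 active = mean replicate activation of at least 50% with a set share of replicates each reaching 50%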;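 note: 0% = median of the neutral control wells and 100% = twice that signal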
aSyn UTR inh – MLPCN primary screen, SNCA 5' untranslated region. 0.82% of 300,000 active. alpha-synuclein 5'UTR reporter, inhibitor activity. inhibition, % (tested at 7.5 µM); in the data active = inhibition above about 60%;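 note: H4 neuroglioblastoma cells stably carrying SNCA 5'UTR luciferase fusion; 0% = DMSO wells and 100% = positive control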
HIF act – HIF pathway transcriptional activation. activation, % at 7.5 µM (by protocol). U2OS HRE-luciferase reporter, luminescence; normalized: DMSO 0%, desferrioxamine 100%. AID 1910. 0.32% of 300,000 active;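 active = mean activation of at least 10% of the iron chelator positive control signal, with at least half of replicates also reaching 10%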
KLF5 inh – inhibitors of KLF5 expression; DLD-1 KLF5 promoter-luciferase reporter, luminescence; inhibition, % at 5 µM; 0.23% of 290,000 active; AID 1700;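 active = inhibition above a per-plate limit of that plate's mean compound inhibition plus 3 SD, cut at about 60% in these data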;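 note: 0% = DMSO wells and 100% = LY294002 at 200 µM; higher means less KLF5 promoter-driven luciferase light; inactives centre near -14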
AI-2 QS modul – modulates the Vibrio harveyi AI-2 quorum sensing system; Vibrio harveyi JMH597 AI-2 luminescence/OD600 ratio, 9 h; stronger effect = lower value; strain lacks LuxN and CqsS sensors; 0 = neutral-control median; activity change, % at 7.5 µM; 0.4% of 300,000 active; in the data active = activity change below about -75%, passing the limit was not always enough;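 note: luminescence divided by OD600 gain over 9 h not by final OD600 alone; inactives centre near 13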
IEC-6 cytotox – IEC-6 cytotoxicity, counter-screen for KLF5 inhibitors | luminescence viability | inhibition, % at 5 µM | 0.78% of 290,000 active; in the data active = inhibition above about 22%;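 note: 0% = plate median of test compound wells and 100% = cytotoxic reference compound wells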
HSF1 inhib – HSF1 inhibition. NIH3T3-HGL HSE-luciferase, MG132-induced, luminescence 8 h; stronger effect = lower value. activity change, negative = inhibition, % at 7.5 µM (by protocol). 0.77% of 300,000 active. AID 2098;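 active = more than half of replicate wells show activity change below -50%, luminescence cut by over half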;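 note: luciferase reports HSF-1 transcriptional activity via heat shock element; 0% = median of DMSO wells and -100% = zero luminescence signal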
HSP90 inh – blocks HSP90-mediated luciferase refolding in reticulocyte lysate. 0.91% of 290,000 active. Rabbit reticulocyte lysate, luciferase refolding luminescence, 3 h. inhibition, % at 5.6 µM. AID 1789;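 active = inhibition above the screen-wide mean plus 3 SD, computed separately per campaign, cut at about 16% in these data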;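 note: 0% = DMSO wells and 100% = 60 µM geldanamycin wells; inhibitors lower the luminescence because luciferase stays unfolded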
Platelet DG rel – platelet dense granule release activity; human platelet-rich plasma, SFLLRN dense granule ATP release, luminescence; inhibition, %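 (compounds screened at 7.5 µM in platelet-rich plasma)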; 0.22% of 300,000 active;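 active = mean replicate score, as percent of positive control, at or above 50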
Starred values were filed as active, the others as inactive. Only part of the results is shown; the hit share may differ from the screen's.

CCN(CC)CCCN=Cc1c(O)n(-c2ccccc2F)c(=O)[nH]c1=O was read as HDAC3 inh -1, HSF-1 act 1, aSyn UTR inh 2, HIF act 0.0, KLF5 inh -33, AI-2 QS modul 1, IEC-6 cytotox -1, HSF1 inhib -10, HSP90 inh 4 and Platelet DG rel -4.
C=CCn1c(O)c(C(C)=Nc2ccc(N(CC)CC)cc2)c(=O)[nH]c1=O was read as HDAC3 inh -7, HSF-1 act 4, aSyn UTR inh -53, HIF act 2.0, KLF5 inh -7, AI-2 QS modul 23, IEC-6 cytotox -1, HSF1 inhib -2, HSP90 inh 6 and Platelet DG rel -16.
Screening CCN(CC)CCOC(=O)c1ccc(N=Cc2c(O)[nH]c(=O)[nH]c2=O)cc1 returned HDAC3 inh 7, HSF-1 act -21, aSyn UTR inh -1, HIF act -0.4, KLF5 inh -18, AI-2 QS modul 22, IEC-6 cytotox -2, HSF1 inhib 2, HSP90 inh -2 and Platelet DG rel 3.
For CCCn1c(C(=O)c2ccc(OC)cc2)nc2ccccc21 the results were HDAC3 inh 5, HSF-1 act -13, aSyn UTR inh 9, HIF act -0.1, KLF5 inh 6, AI-2 QS modul 2, IEC-6 cytotox 2, HSF1 inhib 2, HSP90 inh -1 and Platelet DG rel 1.
`C/C(=N/OC(=O)N(C)C)c1ncc(C(F)(F)F)cc1N1CCOCC1` gave HDAC3 inh -4, HSF-1 act 9, aSyn UTR inh -14, HIF act 1.0, KLF5 inh -4, AI-2 QS modul 15, IEC-6 cytotox 3, HSF1 inhib -3, HSP90 inh 6 and Platelet DG rel 1.
`Cc1ccc(N2C(=O)NC(=O)/C(=C\c3cccn3C(C)(C)C)C2=O)cc1` gave HDAC3 inh -11, HSF-1 act -4, aSyn UTR inh -2, HIF act 0.9, KLF5 inh 0, AI-2 QS modul 9, IEC-6 cytotox -5, HSF1 inhib -5, HSP90 inh 3 and Platelet DG rel 5.
`Cc1cc(C)cc(NC(=O)CCNC(=O)N2C[C@H]3C[C@@H](C2)c2cccc(=O)n2C3)c1` gave HDAC3 inh -5, HSF-1 act -5, aSyn UTR inh -5, HIF act 0.1, KLF5 inh -24, AI-2 QS modul 26, IEC-6 cytotox -1, HSF1 inhib -2, HSP90 inh -1 and Platelet DG rel 3.
For O=C(Nc1cccc(Cl)c1)c1c(O)c2c(n(Cc3ccco3)c1=O)CCCC2 the results were HDAC3 inh 1, HSF-1 act -32, aSyn UTR inh -87, HIF act 1.4, AI-2 QS modul 4, HSF1 inhib -29 and Platelet DG rel -3.
Screening CN1C(=O)N(C)C(=O)C(CCc2ccncc2)(Cc2ccc3c(c2)OCO3)C1=O returned HDAC3 inh 5, HSF-1 act -10, aSyn UTR inh -9, HIF act -0.2, KLF5 inh 2, AI-2 QS modul 7, IEC-6 cytotox -8, HSF1 inhib -14, HSP90 inh 1 and Platelet DG rel 7.
`COc1ccc(N2C(=O)CC(=O)NC2=O)cc1` gave HDAC3 inh -3, HSF-1 act -4, aSyn UTR inh 20, HIF act -0.1, KLF5 inh -65, AI-2 QS modul 14, IEC-6 cytotox -8, HSF1 inhib -9, HSP90 inh 0 and Platelet DG rel -1.
CC(C)n1c(=O)c(C=Nc2ccc(Cl)cc2)c(O)n(Cc2ccco2)c1=O was read as HDAC3 inh -3, HSF-1 act 12, aSyn UTR inh -1, HIF act -0.5, KLF5 inh -3, AI-2 QS modul 7, IEC-6 cytotox 0, HSF1 inhib 2, HSP90 inh 2 and Platelet DG rel 1.
For O=C(Cn1c(NCCCl)nc2ccccc21)c1ccc(Br)cc1 the results were HDAC3 inh -2, HSF-1 act 7, aSyn UTR inh -29, HIF act -0.1, AI-2 QS modul 20, HSF1 inhib -2 and Platelet DG rel 3.
For O=C(CCC(=O)N1CCC2(CC1)OCCO2)Nc1nnc(C(F)(F)F)s1 the results were HDAC3 inh -3, aSyn UTR inh 3, HIF act -0.7, KLF5 inh -39, AI-2 QS modul 3, IEC-6 cytotox -1, HSP90 inh 3 and Platelet DG rel -2.
CCOc1ccc(NC(=O)CCNC(=O)N2C[C@H]3C[C@@H](C2)c2cccc(=O)n2C3)cc1 was read as HDAC3 inh 2, HSF-1 act -3, aSyn UTR inh 14, HIF act 0.3, KLF5 inh -2, AI-2 QS modul 19, IEC-6 cytotox -2, HSF1 inhib -5, HSP90 inh -6 and Platelet DG rel -1.
CN(C)C1(CNC(=O)c2ccc(Cl)c(S(=O)(=O)NCc3ccco3)c2)CCCCC1 was read as HDAC3 inh -4, HSF-1 act -3, aSyn UTR inh 37, HIF act 0.1, KLF5 inh -44, AI-2 QS modul 14, IEC-6 cytotox -4, HSF1 inhib 0, HSP90 inh 0 and Platelet DG rel 0.
For CC(NC1CCCCC1)C(O)C12CC3CC(CC(C3)C1)C2 (stereo not given) the results were HDAC3 inh 1, HSF-1 act 6, aSyn UTR inh -27, HIF act -0.6, KLF5 inh -22, AI-2 QS modul 19, IEC-6 cytotox -3, HSF1 inhib -5, HSP90 inh 2 and Platelet DG rel -1.
Screening Clc1ccc2c(c1)C(c1ccccc1Cl)=NCc1nncn1-2 returned HDAC3 inh 3, HSF-1 act -7, aSyn UTR inh -5, HIF act 0.0, KLF5 inh -23, AI-2 QS modul 31, IEC-6 cytotox 0, HSF1 inhib -3, HSP90 inh -1 and Platelet DG rel 2.
`COc1ccc2c(C)c(CC(=O)N3C[C@H]4C[C@@H](C3)c3cccc(=O)n3C4)c(=O)oc2c1C` gave HDAC3 inh -56, HSF-1 act 34, aSyn UTR inh 0, HIF act 0.3, KLF5 inh -8, AI-2 QS modul 12, IEC-6 cytotox -3, HSF1 inhib 8, HSP90 inh 0 and Platelet DG rel 15.
`O=C(c1ccccc1)c1ccccc1N=Cc1c(O)[nH]c(=O)[nH]c1=O` gave HDAC3 inh 6, HSF-1 act 3, aSyn UTR inh 24, HIF act -0.6, KLF5 inh -1, AI-2 QS modul 10, IEC-6 cytotox 1, HSF1 inhib -5, HSP90 inh -1 and Platelet DG rel 18.
For Cn1c(O)c(C(=Nc2ccc(F)cc2)c2ccccc2Cl)c(=O)n(C)c1=O the results were HDAC3 inh -7, HSF-1 act 5, aSyn UTR inh -6, HIF act 0.8, KLF5 inh -16, AI-2 QS modul 4, IEC-6 cytotox -4, HSF1 inhib 2, HSP90 inh -4 and Platelet DG rel -5.
Screening CC1CC2(O)c3no[n+]([O-])c3CCC2N1O (stereo not given) returned HDAC3 inh 2, HSF-1 act -3, aSyn UTR inh -13, HIF act -0.4, KLF5 inh 2, AI-2 QS modul 8, IEC-6 cytotox 0, HSF1 inhib -4, HSP90 inh -3 and Platelet DG rel -1.
Cc1cc(OCC(=O)NCC(O)c2ccccc2)c2c3c(c(=O)oc2c1)CCC3 (stereo not given) was read as HDAC3 inh -14, HSF-1 act -5, aSyn UTR inh 10, HIF act -0.1, KLF5 inh -25, AI-2 QS modul 12, IEC-6 cytotox 1, HSF1 inhib 1, HSP90 inh -3 and Platelet DG rel 5.
O=C(NCc1ccc(C(=O)N2CCC3(CC2)OCCO3)cc1)c1cccc(Br)c1 was read as HDAC3 inh 4, HSF-1 act -4, aSyn UTR inh 19, HIF act 0.3, KLF5 inh 2, AI-2 QS modul 19, IEC-6 cytotox -3, HSF1 inhib -8, HSP90 inh -1 and Platelet DG rel -20.
`Cc1ccc(N2C(=O)NC(=O)/C(=C/c3cnc(-c4ccccc4)nc3)C2=O)cc1C` gave HDAC3 inh 1, HSF-1 act 2, aSyn UTR inh -15, HIF act 1.1, KLF5 inh -37, AI-2 QS modul 20, IEC-6 cytotox -21, HSF1 inhib 3, HSP90 inh -1 and Platelet DG rel -1.
`O=C(N/N=C/c1c(O)n(CCC2=CCCCC2)c(=O)[nH]c1=O)c1ccccc1` gave HDAC3 inh -1, HSF-1 act 16, aSyn UTR inh 8, HIF act 1.0, KLF5 inh -26, AI-2 QS modul 17, IEC-6 cytotox 1, HSF1 inhib -5, HSP90 inh -2 and Platelet DG rel 0.
`CCOc1ccc(Cl)cc1CNCCc1ccccc1F` gave HDAC3 inh 0, aSyn UTR inh -1, KLF5 inh -31, AI-2 QS modul -1, IEC-6 cytotox 0, HSP90 inh 3 and Platelet DG rel -3.
OCC12COC3c4ccccc4C(OC1)N32 (stereo not given) was read as HDAC3 inh -3, HSF-1 act 0, aSyn UTR inh -10, HIF act 0.0, KLF5 inh -30, AI-2 QS modul 20, IEC-6 cytotox -8, HSF1 inhib -5, HSP90 inh 2 and Platelet DG rel -4.
Screening COc1ccc(N2C(=O)NC(=O)/C(=C/c3ccc4c(c3)Cc3ccccc3-4)C2=O)cc1 returned HDAC3 inh 11, HSF-1 act 2, aSyn UTR inh -2, HIF act -0.3, KLF5 inh -49, IEC-6 cytotox -9, HSF1 inhib 3, HSP90 inh 0 and Platelet DG rel 0.
For Cc1ccc(CN2C3CCCC2CC(NC(=S)NCc2ccccc2)C3)cc1 (stereo not given) the results were HDAC3 inh -5, HSF-1 act 11, aSyn UTR inh -21, HIF act -0.8, KLF5 inh -40, AI-2 QS modul -39, IEC-6 cytotox 0, HSF1 inhib 0, HSP90 inh 0 and Platelet DG rel 1.
COc1ccc(C(CNC(=O)Cc2ccc(Cl)c(Cl)c2)N2CCCCC2)cc1 (stereo not given) was read as HDAC3 inh -1, HSF-1 act 3, aSyn UTR inh 8, HIF act -0.2, KLF5 inh 6, AI-2 QS modul 31, IEC-6 cytotox -8, HSF1 inhib 4, HSP90 inh -4 and Platelet DG rel 5.
CC(C)Nc1nc(Cl)nc(NC(C)C)n1 was read as HDAC3 inh 2, HSF-1 act -13, aSyn UTR inh 22, HIF act 0.0, KLF5 inh -13, AI-2 QS modul 36, IEC-6 cytotox 4, HSF1 inhib -3, HSP90 inh -2 and Platelet DG rel 4.
COc1ccc(/C=C/C2=CCN(C)CC2)cc1 was read as HDAC3 inh 1, HSF-1 act 6, aSyn UTR inh -79, HIF act 3.9, KLF5 inh -10, AI-2 QS modul 4, IEC-6 cytotox -2, HSF1 inhib -4, HSP90 inh 0 and Platelet DG rel 2.
For CCOC(=O)c1c(C=O)c2ccccc2n1Cc1ccccc1 the results were HDAC3 inh 1, HSF-1 act 23, aSyn UTR inh 20, HIF act -1.5, KLF5 inh -41, AI-2 QS modul -2, IEC-6 cytotox -1, HSF1 inhib 15, HSP90 inh -2 and Platelet DG rel 11.
O=C(O)c1cccc2c1NC(c1cccc([N+](=O)[O-])c1)C1CC(Sc3ccccc3[N+](=O)[O-])C(Cl)C21 (stereo not given) was read as HSF-1 act 0, aSyn UTR inh -6, HIF act -0.2, KLF5 inh -11, AI-2 QS modul 20, IEC-6 cytotox -13, HSF1 inhib 2, HSP90 inh -1 and Platelet DG rel 5.

Some of these compounds in order of length of the SMILES, low to high.
COc1ccc(/C=C/C2=CCN(C)CC2)cc1 was read as HDAC3 inh 1, HSF-1 act 6, aSyn UTR inh -79, HIF act 3.9, KLF5 inh -10, AI-2 QS modul 4, IEC-6 cytotox -2, HSF1 inhib -4, HSP90 inh 0 and Platelet DG rel 2.
`COc1ccc(N2C(=O)CC(=O)NC2=O)cc1` gave HDAC3 inh -3, HSF-1 act -4, aSyn UTR inh 20, HIF act -0.1, KLF5 inh -65, AI-2 QS modul 14, IEC-6 cytotox -8, HSF1 inhib -9, HSP90 inh 0 and Platelet DG rel -1.
Cc1cc(OCC(=O)NCC(O)c2ccccc2)c2c3c(c(=O)oc2c1)CCC3 (stereo not given) was read as HDAC3 inh -14, HSF-1 act -5, aSyn UTR inh 10, HIF act -0.1, KLF5 inh -25, AI-2 QS modul 12, IEC-6 cytotox 1, HSF1 inhib 1, HSP90 inh -3 and Platelet DG rel 5.
